Hck-Nef inh: human Hck-Nef kinase inhibition; Recombinant Hck-YEEI plus Nef, Z-Lyte FRET kinase assay; inhibition, % at 20 µM; 220,000 tested, 0.68% active; AID 463187;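 active = Hck-Nef kinase inhibition above about 50%, limit read from the data; inactive = inhibition below that limit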;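 note: 0% = DMSO with Hck plus Nef and 100% = Hck alone without Nef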
Target sequence (P08631 whole entry, looked up): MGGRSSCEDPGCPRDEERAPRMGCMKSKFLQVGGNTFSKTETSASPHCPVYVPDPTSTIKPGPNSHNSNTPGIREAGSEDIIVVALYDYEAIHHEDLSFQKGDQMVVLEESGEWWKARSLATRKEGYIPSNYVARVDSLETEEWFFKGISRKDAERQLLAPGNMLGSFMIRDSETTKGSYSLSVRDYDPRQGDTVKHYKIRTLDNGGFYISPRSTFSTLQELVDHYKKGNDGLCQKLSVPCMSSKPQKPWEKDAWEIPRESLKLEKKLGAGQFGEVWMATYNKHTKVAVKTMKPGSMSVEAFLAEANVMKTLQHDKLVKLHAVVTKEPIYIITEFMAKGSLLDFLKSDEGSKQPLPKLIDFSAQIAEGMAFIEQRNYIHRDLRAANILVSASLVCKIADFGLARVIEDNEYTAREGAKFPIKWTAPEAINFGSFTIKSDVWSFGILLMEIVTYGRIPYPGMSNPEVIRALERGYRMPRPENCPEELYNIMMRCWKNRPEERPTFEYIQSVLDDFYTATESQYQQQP
Runt-SMMHC FRET: blocks binding of human RUNX1 Runt domain to CBFb-SMMHC | Q01196+Q13951 | Cerulean-Runt/Venus-CBFb-SMMHC FRET ratio 530/480, 1 h | inhibition, % at 20 µM | 220,000 tested, 0.74% active | AID 1434;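 active = mean inhibition across duplicate retests at 20 µM reaching about 50%, limit read from the data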;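 note: 0% = DMSO wells and 100% = wells with excess untagged CBFb-SMMHC; inhibitors lower the FRET ratio by blocking Runt binding to CBFb-SMMHC; some results filed as inactive read as strong as hits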
14-3-3 Bad PPI: disrupts binding of bovine 14-3-3 zeta to phospho-Bad peptide; P63103; 220,000 tested, 0.71% active; AID 781; inhibition, % at 21.7 µM; TR-FRET 14-3-3zeta/Dy647-pBad peptide displacement, 1 h;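 active = inhibition above about 70%, limit read from the data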;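 note: 0% = full 14-3-3 plus peptide FRET controls and 100% = background without 14-3-3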
p47phox inh: p47phox (human) inhibition; P14598; p47phox/p22phox peptide binding, fluorescence polarization, 2 h; inhibition, % at 24.7 µM; 220,000 tested, 0.53% active; AID 1274;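 active = inhibition above about 30%, limit read from the data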;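 note: 0% = p47phox with labelled peptide and 100% = labelled peptide alone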
Target sequence (P14598 whole entry, looked up): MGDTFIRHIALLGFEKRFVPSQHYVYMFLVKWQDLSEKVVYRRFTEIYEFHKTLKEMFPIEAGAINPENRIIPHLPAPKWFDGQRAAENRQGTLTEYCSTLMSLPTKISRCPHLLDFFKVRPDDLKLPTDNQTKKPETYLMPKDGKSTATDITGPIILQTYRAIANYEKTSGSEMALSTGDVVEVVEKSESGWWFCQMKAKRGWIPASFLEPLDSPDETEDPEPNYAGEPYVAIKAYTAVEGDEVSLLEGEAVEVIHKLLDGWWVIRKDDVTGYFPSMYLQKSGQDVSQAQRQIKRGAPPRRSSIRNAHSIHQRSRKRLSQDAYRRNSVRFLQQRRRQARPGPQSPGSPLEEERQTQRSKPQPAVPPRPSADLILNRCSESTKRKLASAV
zVAD death inh: blocks zVAD induced death of L929 cells; L929 zVAD necroptosis rescue, ATP luminescence, 24 h; with zVAD 60 µM; viability rescue, % at 10 µM; 220,000 tested, 0.38% active; AID 1377;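 active = activation, scaled between plate controls, above about 75%, limit read from the data; inactive = activation under that limit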;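 note: 0% = zVAD with DMSO and 100% = DMSO alone without zVAD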
EBV gp42 inh: inhibitors of Epstein-Barr virus glycoprotein 42; AID 1085; inhibition, % (tested at 21.74 µM); Fluorescence polarization binding assay, mP read-out; Q1HVG2; 220,000 tested, 0.42% active; in the data active = inhibition above about 50%
TbHK1 inh: T. brucei hexokinase 1 inhibition. inhibition, % at 10 µM. AID 1430. recombinant TbHK1, G6PDH-coupled NADH A340. 220,000 tested, 0.11% active;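 active = inhibition of 50% or more in the single-dose primary screen; inactive = inhibition below 50%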
Runt-CBFb FRET: inhibitors of human RUNX1 Runt domain binding to CBFb; 220,000 tested, 0.46% active; AID 1496; Q01196+Q13951; Cerulean-Runt/Venus-CBFb FRET ratio 530/480, 1 h; inhibition, % at 20 µM;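 active = inhibition over about 50% at 20 µM in the single-dose screen, limit read from the data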;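 note: 0% = DMSO wells and 100% = excess unlabeled CBFb competitor control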
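test system = Cerulean-tagged RUNX1 Runt domain (FRET donor) fusion protein | reagent = Venus-CBFb binding partner, 100 nM | incubation = protein complex preformed 1 h, compound exposure 1 h, room temperature, dark | detection = FRET fluorescence | read-out basis = loss of energy transfer signal | controls = 5 µM unlabeled CBFb as full-inhibition high control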
MDM2 E3 inh: Mdm2 E3 ligase (human) inhibition | Q00987 | cell-based MDM2 ubiquitination luciferase reporter, 2 h; 0 = plate control, 100 = twice control, blank-subtracted | signal enhancement, % at 5 µM | 210,000 tested, 0.11% active | AID 1230;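 active = signal enhancement of 30% or more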;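 note: luminescence tracks abundance of the self-degrading MDM2-luciferase fusion protein; higher signal means inhibition of MDM2 E3 ligase activity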
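Buffer or medium: Cells held in DMEM | Assay system: Stable mammalian line carrying autodegrading MDM2–luciferase fusion reporter | Quantity: 2000 cells/well | Times: 4 h settle plus 2 h compound, 37 °C | Doses: One concentration, 5 µM, with 0.2% DMSO | Technique: Luminescence with SteadyLite reagent, 15 min at room temperature | Benchmarks: Plate controls and plate blanks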
* marks the source's active call; other numbers are inactive results.

`COc1ccc([N+](=O)[O-])cc1C1NN=C(c2ccccc2O)S1` (centres undefined) gave Hck-Nef inh 0, Runt-SMMHC FRET -6, 14-3-3 Bad PPI -7, p47phox inh -7, zVAD death inh -0.1, EBV gp42 inh -11, TbHK1 inh -11 and MDM2 E3 inh -2.
For O=C(Cc1c(O)c2ccccc2[nH]c1=O)NC1CCCCCCC1 the results were Hck-Nef inh 3, Runt-SMMHC FRET 3, 14-3-3 Bad PPI 8, p47phox inh -2, zVAD death inh 3.2, EBV gp42 inh -11, TbHK1 inh -8, Runt-CBFb FRET 7 and MDM2 E3 inh -8.
For O=C1c2cccnc2C(Nc2ccccc2)N1Cc1ccco1 (centres undefined) the results were Hck-Nef inh 1, Runt-SMMHC FRET 5, 14-3-3 Bad PPI 33, p47phox inh 5, zVAD death inh -0.2, EBV gp42 inh -15, TbHK1 inh -2, Runt-CBFb FRET 8 and MDM2 E3 inh -2.
Screening Cc1ccc(S(=O)(=O)NCCN=C(CN2CCCC2)NS(=O)(=O)c2ccc(C)cc2)cc1 returned Hck-Nef inh 9, Runt-SMMHC FRET 0, 14-3-3 Bad PPI 2, p47phox inh -15, zVAD death inh -0.2, EBV gp42 inh -11, TbHK1 inh 4, Runt-CBFb FRET -1 and MDM2 E3 inh -14.
For COc1ccc(Nc2sc(C(=O)Nc3cccc(Cl)c3)c(N)c2C(=O)Nc2ccccc2OC)cc1 the results were Hck-Nef inh -1, Runt-SMMHC FRET 0, 14-3-3 Bad PPI 1, p47phox inh -22, zVAD death inh -0.2, EBV gp42 inh -8, TbHK1 inh -13, Runt-CBFb FRET 3 and MDM2 E3 inh -14.
For O=C(/C=C/c1ccc(F)cc1)NC(=S)N1CCOCC1 the results were Hck-Nef inh 16, 14-3-3 Bad PPI -13, p47phox inh -5, zVAD death inh 3.7, EBV gp42 inh -9, TbHK1 inh -11 and MDM2 E3 inh -4.
Cc1cc(O)c(NC(=O)c2ccco2)cc1C was read as Hck-Nef inh 1, Runt-SMMHC FRET -7, 14-3-3 Bad PPI -1, p47phox inh -3, zVAD death inh 0.1, EBV gp42 inh -8, TbHK1 inh 1, Runt-CBFb FRET 1 and MDM2 E3 inh -8.
`COc1cc2c(cc1OC)C1Cc3ccc(OC)c(OC)c3C[N+]1([O-])CC2` (centres undefined) gave Hck-Nef inh 23, Runt-SMMHC FRET 0, 14-3-3 Bad PPI 2, p47phox inh -6, zVAD death inh -0.2, EBV gp42 inh -17, TbHK1 inh -8, Runt-CBFb FRET 3 and MDM2 E3 inh -4.
For CC1Oc2ccccc2C=C1/C=N/NC(=O)c1ccncc1 (centres undefined) the results were Hck-Nef inh -42, Runt-SMMHC FRET 1, 14-3-3 Bad PPI -4, p47phox inh -17, zVAD death inh 1.1, EBV gp42 inh -5, TbHK1 inh -53, Runt-CBFb FRET 0 and MDM2 E3 inh -13.
For COc1cc(=O)n(C)c2cc(N(C)C)ccc12 the results were Hck-Nef inh 5, Runt-SMMHC FRET 3, 14-3-3 Bad PPI -16, p47phox inh -9, zVAD death inh 0.1, EBV gp42 inh 2, TbHK1 inh -21, Runt-CBFb FRET 22 and MDM2 E3 inh 28.
`CCN1CCCC1CNS(=O)(=O)c1cccc(C(F)(F)F)c1` (centres undefined) gave Hck-Nef inh 23, Runt-SMMHC FRET 5, 14-3-3 Bad PPI -5, p47phox inh -10, zVAD death inh 0.1, EBV gp42 inh -40, TbHK1 inh 1, Runt-CBFb FRET -3 and MDM2 E3 inh -11.
CC1CCCC(C)N1C(=C(Cl)Cl)C(=C1SCCS1)[N+](=O)[O-] (centres undefined) was read as Hck-Nef inh 23, Runt-SMMHC FRET -1, 14-3-3 Bad PPI -16, p47phox inh -15, zVAD death inh -0.6, EBV gp42 inh 1, TbHK1 inh -1, Runt-CBFb FRET -1 and MDM2 E3 inh -6.
`COc1ccc(-c2nnnn2-c2ccc(F)cc2F)cc1` gave Hck-Nef inh -11, Runt-SMMHC FRET 2, 14-3-3 Bad PPI 0, p47phox inh 2, zVAD death inh -0.2, EBV gp42 inh 13, TbHK1 inh -5, Runt-CBFb FRET -1 and MDM2 E3 inh -14.
`Cc1cc(C(=O)N/N=C/c2ccccc2[N+](=O)[O-])c(C)o1` gave Hck-Nef inh 12, Runt-SMMHC FRET 0, 14-3-3 Bad PPI -4, p47phox inh -1, zVAD death inh -0.6, EBV gp42 inh -7, TbHK1 inh -14, Runt-CBFb FRET 2 and MDM2 E3 inh -4.
Screening CSc1nc2c(c(=O)n1-c1ccccc1)SCC2 returned Hck-Nef inh 0, Runt-SMMHC FRET -4, 14-3-3 Bad PPI -19, p47phox inh -17, zVAD death inh 0.3, EBV gp42 inh -25, TbHK1 inh -13, Runt-CBFb FRET -2 and MDM2 E3 inh -14.
Screening COc1ccccc1N(CC(=O)N1CCCCCC1)S(C)(=O)=O returned Hck-Nef inh -2, Runt-SMMHC FRET 0, 14-3-3 Bad PPI -1, p47phox inh -9, zVAD death inh 0.5, EBV gp42 inh -5, TbHK1 inh -1, Runt-CBFb FRET 1 and MDM2 E3 inh -9.
O=C(Nc1ccccc1)c1ccc(CN2CCc3ccccc3C2)cc1 was read as Hck-Nef inh -10, Runt-SMMHC FRET -2, 14-3-3 Bad PPI -4, p47phox inh 10, zVAD death inh 1.4, EBV gp42 inh 6, TbHK1 inh 4 and MDM2 E3 inh -32.
`C[C@@H](NC(=O)c1nc[nH]c1C(=O)N[C@@H](Cc1ccccc1)C(=O)OC(C)(C)C)c1ccccc1` gave Hck-Nef inh 10, Runt-SMMHC FRET -3, 14-3-3 Bad PPI -17, zVAD death inh -0.4, EBV gp42 inh -3, TbHK1 inh -1 and Runt-CBFb FRET -1.
For CN1N=C(C(C)(C)C)CC1=O the results were Hck-Nef inh 14, Runt-SMMHC FRET -2, 14-3-3 Bad PPI -3, p47phox inh -9, zVAD death inh 0.5, EBV gp42 inh -7, TbHK1 inh 2, Runt-CBFb FRET -3 and MDM2 E3 inh -7.
For O=C(CCc1ccc(CCC(=O)c2cccs2)s1)c1cccs1 the results were Hck-Nef inh -1, Runt-SMMHC FRET -5, 14-3-3 Bad PPI -5, p47phox inh -42, zVAD death inh 1.4, EBV gp42 inh -29, TbHK1 inh 12, Runt-CBFb FRET 0 and MDM2 E3 inh -11.

Structural class: those above containing a Cl atom
For COc1ccc(Nc2sc(C(=O)Nc3cccc(Cl)c3)c(N)c2C(=O)Nc2ccccc2OC)cc1 the results were Hck-Nef inh -1, Runt-SMMHC FRET 0, 14-3-3 Bad PPI 1, p47phox inh -22, zVAD death inh -0.2, EBV gp42 inh -8, TbHK1 inh -13, Runt-CBFb FRET 3 and MDM2 E3 inh -14.
CC1CCCC(C)N1C(=C(Cl)Cl)C(=C1SCCS1)[N+](=O)[O-] (centres undefined) was read as Hck-Nef inh 23, Runt-SMMHC FRET -1, 14-3-3 Bad PPI -16, p47phox inh -15, zVAD death inh -0.6, EBV gp42 inh 1, TbHK1 inh -1, Runt-CBFb FRET -1 and MDM2 E3 inh -6.

Later entries
O=S(=O)(c1ccccc1)N(CC(O)COc1ccccc1)c1ccccc1 (centres undefined) was read as Hck-Nef inh 13, Runt-SMMHC FRET 2, 14-3-3 Bad PPI -4, p47phox inh -10, zVAD death inh 0.7, EBV gp42 inh -7, TbHK1 inh 0, Runt-CBFb FRET -1 and MDM2 E3 inh -1.
Screening CCOC(=O)/C(C#N)=C/c1cc2ccc(C)cc2nc1Cl returned Hck-Nef inh 2, Runt-SMMHC FRET -9, 14-3-3 Bad PPI 2, p47phox inh 2, zVAD death inh 1.0, EBV gp42 inh -24, TbHK1 inh -2, Runt-CBFb FRET -4 and MDM2 E3 inh 2.
Screening Cc1ccc(S(=O)(=O)N2CCOCC2)cc1NC(=O)COC(=O)c1ccccc1OCc1c(C)noc1C returned Hck-Nef inh 5, Runt-SMMHC FRET 5, 14-3-3 Bad PPI 10, p47phox inh 4, zVAD death inh -0.3, EBV gp42 inh 12, TbHK1 inh -6, Runt-CBFb FRET -3 and MDM2 E3 inh -9.
Screening O=C(COc1ccc(Cl)cc1)OCC(=O)N1CCCc2ccccc21 returned Hck-Nef inh -2, Runt-SMMHC FRET 1, 14-3-3 Bad PPI -7, p47phox inh -4, zVAD death inh 0.4, EBV gp42 inh -9, TbHK1 inh -5, Runt-CBFb FRET -1 and MDM2 E3 inh -12.
COc1cccc2cc(-c3ccnc(=S)[nH]3)oc12 was read as Hck-Nef inh 20, Runt-SMMHC FRET 10, 14-3-3 Bad PPI -9, p47phox inh 5, zVAD death inh 0.0, EBV gp42 inh -5, TbHK1 inh -20, Runt-CBFb FRET 18 and MDM2 E3 inh -44.
For CS(=O)(=O)N(CC(=O)N1CCN(Cc2ccc3c(c2)OCO3)CC1)c1ccc2c(c1)OCO2 the results were Hck-Nef inh -1, Runt-SMMHC FRET -1, 14-3-3 Bad PPI 7, p47phox inh -7, zVAD death inh -0.1, EBV gp42 inh -13, TbHK1 inh 0, Runt-CBFb FRET 1 and MDM2 E3 inh -4.
Fc1ccc(-c2noc(-c3ccc4c(c3)CCO4)n2)cc1 was read as Hck-Nef inh 4, Runt-SMMHC FRET 3, 14-3-3 Bad PPI 0, p47phox inh -9, zVAD death inh 0.0, EBV gp42 inh -10, TbHK1 inh 0, Runt-CBFb FRET 1 and MDM2 E3 inh -55.
For CCC1(C)Cc2sc3c(=O)[nH]c(=S)[nH]c3c2CO1 (centres undefined) the results were Hck-Nef inh 25, Runt-SMMHC FRET 35, 14-3-3 Bad PPI -6, p47phox inh -2, zVAD death inh 0.9, EBV gp42 inh -10, TbHK1 inh -2, Runt-CBFb FRET 19 and MDM2 E3 inh 12.
Screening C=CCSc1nc(N)cc(=O)[nH]1 returned Hck-Nef inh 4, Runt-SMMHC FRET 1, 14-3-3 Bad PPI -10, p47phox inh -3, zVAD death inh 0.8, EBV gp42 inh 0, TbHK1 inh -8, Runt-CBFb FRET 0 and MDM2 E3 inh 2.
Screening O=C(O)CCNC(=O)c1cncc(Br)c1 returned Hck-Nef inh -1, Runt-SMMHC FRET -6, 14-3-3 Bad PPI -6, p47phox inh 0, zVAD death inh -0.5, EBV gp42 inh -30, TbHK1 inh -5, Runt-CBFb FRET 1 and MDM2 E3 inh -3.
`O=C(CNS(=O)(=O)c1ccccc1)Nc1cccc([N+](=O)[O-])c1` gave Hck-Nef inh 1, Runt-SMMHC FRET 1, 14-3-3 Bad PPI -3, p47phox inh -1, zVAD death inh 0.2, EBV gp42 inh -12, TbHK1 inh -2, Runt-CBFb FRET 1 and MDM2 E3 inh -4.
Screening CCOC(=O)c1cnn(CCOC(=O)C2CC2)c1NC(=O)C1CC1 returned Hck-Nef inh 1, Runt-SMMHC FRET -2, 14-3-3 Bad PPI -7, p47phox inh -16, zVAD death inh 0.1, EBV gp42 inh -17, TbHK1 inh -4, Runt-CBFb FRET 0 and MDM2 E3 inh -7.
`O=C(N/N=C/c1ccncc1)c1cc([N+](=O)[O-])cc([N+](=O)[O-])c1` gave Hck-Nef inh 0, Runt-SMMHC FRET -1, 14-3-3 Bad PPI -2, p47phox inh -14, zVAD death inh 0.3, EBV gp42 inh 2, TbHK1 inh -5, Runt-CBFb FRET 1 and MDM2 E3 inh 4.

Screening results: PubChem, several laboratories
